Tn6 DDE FP – DD(E)-Tn6 binding inhibition, primary FP screen; P02675; AID 720509; inhibition, % at 8.3 µM; Fibrin DD(E) TRITC-Tn6 fluorescence polarization displacement; actives 0.21% (n = 370,000);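 active = inhibition above a per-campaign cutoff: mean of compounds within control limits plus 3 SD, cut at about 15% in these data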;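 also: 0% = median of all compound wells on the plate and 100% = blocking peptide control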
Target sequence (P02675 whole entry, looked up): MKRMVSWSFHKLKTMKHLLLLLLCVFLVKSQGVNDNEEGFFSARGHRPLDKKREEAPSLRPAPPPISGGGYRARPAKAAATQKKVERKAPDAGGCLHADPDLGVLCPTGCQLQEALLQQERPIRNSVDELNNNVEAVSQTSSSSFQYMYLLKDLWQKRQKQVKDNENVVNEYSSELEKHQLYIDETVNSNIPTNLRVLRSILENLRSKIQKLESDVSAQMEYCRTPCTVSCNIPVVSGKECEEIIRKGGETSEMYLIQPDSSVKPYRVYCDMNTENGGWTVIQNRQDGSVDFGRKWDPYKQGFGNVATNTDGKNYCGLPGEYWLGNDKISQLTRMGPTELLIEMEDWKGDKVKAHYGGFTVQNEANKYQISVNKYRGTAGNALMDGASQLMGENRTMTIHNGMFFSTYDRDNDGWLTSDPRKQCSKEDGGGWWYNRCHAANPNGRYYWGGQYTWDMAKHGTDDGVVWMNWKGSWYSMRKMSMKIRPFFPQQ
ADAM10 inh – inhibitors of human ADAM10. O14672. recombinant ADAM10, EDANS/DABCYL FRET peptide cleavage, 3 h. inhibition, % at 7 µM. actives 0.62% (n = 370,000);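 active = inhibition above a per-campaign cutoff equal to the mean of compounds falling between control-based bounds plus 3 SD, cut at about 20% in these data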;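 also: 0% = DMSO wells while the 100% control is not disclosed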
Target sequence (O14672 214-748 limits assumed): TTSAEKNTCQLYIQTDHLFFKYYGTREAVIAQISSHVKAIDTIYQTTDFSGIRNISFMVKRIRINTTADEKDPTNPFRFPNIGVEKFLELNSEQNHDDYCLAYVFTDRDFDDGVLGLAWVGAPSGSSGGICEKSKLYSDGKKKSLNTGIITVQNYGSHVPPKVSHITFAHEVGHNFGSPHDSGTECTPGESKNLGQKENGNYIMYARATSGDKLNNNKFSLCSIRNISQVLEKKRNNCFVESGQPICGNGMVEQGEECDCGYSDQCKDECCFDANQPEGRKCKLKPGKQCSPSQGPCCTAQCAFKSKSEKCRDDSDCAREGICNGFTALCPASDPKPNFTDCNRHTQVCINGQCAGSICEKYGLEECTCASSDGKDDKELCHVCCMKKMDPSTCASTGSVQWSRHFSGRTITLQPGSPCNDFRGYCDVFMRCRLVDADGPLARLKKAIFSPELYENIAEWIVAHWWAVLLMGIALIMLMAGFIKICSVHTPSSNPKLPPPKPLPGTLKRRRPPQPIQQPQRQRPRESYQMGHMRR
sPLA2-III inh – Inhibits HGIII-sPLA2 liposome hydrolysis, primary screen; inhibition, % at 12.2 µM; actives 0.56% (n = 370,000); Q9NZ20; QFRET BODIPY PC-A2 liposome hydrolysis, fluorescence;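 active = inhibition above mean plus 3 SD of compounds lying within the high and low control bounds, cut at about 19% in these data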;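 also: 0% = median of test compound wells and 100% = no enzyme DMSO wells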
FXN GAA850 act – frataxin GAA850 promoter activation; HEK293 lucGAA850 FXN promoter luciferase reporter, 24 h; percent of 10 µM SAHA response; activation, % at 6 µM; actives 0.56% (n = 360,000); AID 540364;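 active = activation above the average of all compounds screened plus 3 SD, cutoff fixed separately per campaign, cut at about 7.5% in these data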;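 also: 0% = DMSO wells and 100% = 10 µM SAHA wells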
ARFGAP1 inhibitor – inhibitors of rat ARFGAP1. actives 0.26% (n = 360,000). inhibition, % at 16.5 µM. Q62848. Arfgap1-stimulated ARF1 GTP hydrolysis, GDP FP detection;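 active = inhibition above a per-plate limit, mean inhibition of low control wells plus 3 SD, cut at about 25% in these data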;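 also: 0% = DMSO wells with enzyme and 100% = wells lacking Arfgap1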
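Assay system: purified rat His6-Arfgap1 residues 1-136 (GAP domain); Reagent: human Δ17 ARF1 bound to GTP; Dosing: 16.5 µM single point, 1.26% DMSO; Times: GTP hydrolysis reaction 2 h at 25 °C; Signal: FP, GDP Alexa 633 tracer displaced from anti-GDP antibody, 620/688 nm; Measure: % inhibition from polarization.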
rCAG binder – binds r(CAG) RNA repeats | AID 651821 | r(CAG) RNA repeat, TO-PRO-1 dye displacement fluorescence | actives 1.3% (n = 370,000) | inhibition, % at 3 µM;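 active = inhibition above the plate cutoff, the mean of all test compounds on that plate plus 3 SD, cut at about 35% in these data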;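 also: 0% = DMSO alone and 100% = 100 µM mitoxantrone as full dye displacement; higher means more dye released from RNA so lower well fluorescence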
NPR2 activator – GC-B (human) receptor activation. HEK293-GC-B cells, CNP EC30, cGMP TR-FRET; 0% at EC30 CNP, 100% saturating CNP. activation, % at 10 µM. actives 0.11% (n = 370,000);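 active = activation at 10 µM reaching about 35% in either raw or pattern-adjusted values, limit read from the data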
proKLK7 act – activators of human kallikrein-7 zymogen | purified proKLK7, EDANS-DABCYL substrate fluorescence; 100% is mature enzyme control, 0% vehicle | activation, % at 7 µM | actives 0.9% (n = 370,000) | AID 652039;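 active = activation above the mean of all tested compounds plus 3 SD, computed per campaign excluding outliers beyond control limits, cut at about 13% in these data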
ASAP1 inh – blocks human ASAP1-stimulated Arf1 GTP hydrolysis; Q9ULH1; actives 0.19% (n = 360,000); GDP FP detection; inhibition, % at 16.5 µM; in the data active = inhibition above about 25%;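 also: 0% = vehicle with enzyme and substrate and 100% = no enzyme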
NPR1 activator – GC-A (human) enzyme activation; P16066; HEK293 GC-A cells, cGMP TR-FRET, EC30 ANP; 0% at EC30 ANP, 100% saturating ANP; activation, % at 10 µM; actives 0.14% (n = 370,000); in the data active = activation above about 40%
Starred values were filed as active, the others as inactive; · = no result given.

1	O=C(N/N=C/c1oc(O)c2ccccc12)c1ccccc1
2	CN(Cc1cccc(F)c1)C(=O)CSc1nnc(C2CC2)n1C1CC1
3	Cc1ccccc1Nc1c(-c2ccncc2)nc2ccc(Cl)cn12
4	Cc1ccc(CCC(=O)Nc2ccc(N(C)C)cc2)o1
5	C=CCN(C(=O)CCC(=O)Nc1cc(C)on1)C(C(=O)NC1CCCC1)c1ccc(OC)cc1OC (stereo not given)
6	CC1CCN(C(=O)c2cc(S(=O)(=O)N3CCOCC3)ccc2N2CCCC2)CC1
7	CN(C)CCNc1ccc(Cl)cc1[N+](=O)[O-]
8	Cc1ccc(NC(=O)C2CC2C)cc1S(=O)(=O)N1CCOCC1 (stereo not given)

screen / no.	1	2	3	4	5	6	7	8
Tn6 DDE FP	-4	4	10	-1	-3	3	-10	10
ADAM10 inh	7	-9	-94	-1	11	-34	0	-1
sPLA2-III inh	-10	11	-3	4	4	4	-5	4
FXN GAA850 act	6.0	0.9	-2.8	1.5	1.8	-0.2	4.8	-1.6
ARFGAP1 inhibitor	1	5	2	-4	-14	-12	5	3
rCAG binder	5	-5	-7	-3	-3	2	0	1
NPR2 activator	-1	-1	-11	7	-2	-1	0	0
proKLK7 act	-3.5	0.8	0.5	-0.8	-0.3	-0.6	0.3	-0.1
ASAP1 inh	-3	-14	-8	-6	-13	-16	6	7
NPR1 activator	-3	-1	-24	-1	-9	0	7	0

9	CCc1noc(C)c1C(=O)N1CCN(CC(=O)OC)CC1
10	COC(=O)c1cc2c(c3c4cc(F)ccc4n(S(=O)(=O)c4ccc(OC)cc4)c13)C(=O)N(Cc1ccccc1OC)C2
11	CN(C(=O)COC(=O)c1ccc(Cl)nc1)c1c(N)n(Cc2ccccc2)c(=O)[nH]c1=O
12	COc1cc2nc(CN3CCN(S(=O)(=O)c4ccc(C)c(C)c4)CC3)[nH]c(=O)c2cc1OC
13	COc1cc2c(cc1OC)CN(c1nc(CN3CCCC3)nc3sc(C)c(C)c13)CC2
14	Cc1noc(C)c1S(=O)(=O)N1CCC(C(=O)N2CCN(C(=O)c3ccco3)CC2)CC1
15	CCOc1c(Br)cc(C2NS(=O)(=O)N=C3CCCCCN32)cc1OC (stereo not given)
16	COc1ccc(S(=O)(=O)N(C)C[C@H]2Oc3c(NC(=O)Nc4ccc5c(c4)OCO5)cccc3C(=O)N([C@H](C)CO)C[C@@H]2C)cc1

screen / no.	9	10	11	12	13	14	15	16
Tn6 DDE FP	0	3	6	3	-3	8	4	-7
ADAM10 inh	-2	-8	-9	-7	-8	1	-2	15
sPLA2-III inh	6	-2	4	7	-7	1	3	-31
FXN GAA850 act	·	·	0.7	1.2	-2.1	-2.1	2.3	-3.3
ARFGAP1 inhibitor	·	4	-7	3	-10	-6	-2	-4
rCAG binder	1	14	1	2	5	-1	0	17
NPR2 activator	-12	-4	0	4	-8	4	7	7
proKLK7 act	0.3	-2.9	0.3	0.4	3.1	-0.1	0.1	1.3
ASAP1 inh	·	2	0	10	-11	8	-15	3
NPR1 activator	2	5	2	0	-21	2	1	5

17	CCOCC(=O)Nc1sc2c(c1C(=O)OCC)CCCC2
18	Cc1cccc(C)c1NC(=O)C(C)c1ccc(-c2ccccc2)c(F)c1 (stereo not given)
19	Cc1ccc(-c2cc(C(F)F)nc3sc4c(=O)[nH]cnc4c23)cc1
20	O=C(NC1CC2CCCC(C1)N2C(=O)Nc1ccc(Cl)c(C(F)(F)F)c1)C1CC1 (stereo not given)
21	O=C(COC(=O)c1ccc(Cl)nc1)Nc1ncc(Cl)cc1Cl
22	CC(O)(c1ccc(F)c(F)c1)c1nc(-c2ccccc2)cs1 (stereo not given)
23	Cc1c(C(=O)Nc2ccc(S(=O)(=O)Nc3ncccn3)cc2)oc2ccc(F)cc12
24	COc1ccc2[nH]cc(CCNS(=O)(=O)Cc3ccccc3)c2c1

screen / no.	17	18	19	20	21	22	23	24
Tn6 DDE FP	2	-3	-4	-1	1	0	4	-1
ADAM10 inh	9	2	-10	-1	-3	18	2	6
sPLA2-III inh	1	-2	11	0	-2	-4	0	-37
FXN GAA850 act	-1.8	-2.0	0.5	1.5	-0.5	-0.3	1.8	1.3
ARFGAP1 inhibitor	-3	-12	2	-7	1	6	-15	-8
rCAG binder	2	-1	1	-4	5	2	2	0
NPR2 activator	0	2	-11	-14	0	-2	7	-9
proKLK7 act	0.3	0.1	-0.6	0.0	-0.6	-0.8	0.4	0.1
ASAP1 inh	14	3	12	2	1	-2	-13	6
NPR1 activator	4	-2	4	-9	2	-2	13	-8

25	CCOC(=O)c1c(C)[nH]c(C2=NNC(=Nc3ccc(OCC)cc3)SC2)c1C
26	CN(C)c1ccc(NC(=O)CN2C(=O)CC(c3ccccc3)=Nc3ccccc32)cc1
27	O=C(OCc1ccc(Cl)cc1Cl)c1ccncc1
28	CCOc1ccc(NC(=O)c2cc3cc4ccc(OC)cc4nc3o2)cc1
29	O=C(NCc1ccco1)c1cccc(S(=O)(=O)N2CCCC2)c1
30	COc1ccc(OC)c(S(=O)(=O)N2CCCC(C(=O)NCc3ccccn3)C2)c1 (stereo not given)
31	COc1cc(NC(=O)c2cccnc2)c(Cl)cc1NC(=O)c1ccc(Cl)cc1
32	CC(C)NC(=O)CN1CCC(c2ccccc2)C(O)C1 (stereo not given)

screen / no.	25	26	27	28	29	30	31	32
Tn6 DDE FP	4	-2	-1	5	0	1	-4	-3
ADAM10 inh	-116	2	-5	-8	-1	-3	8	-3
sPLA2-III inh	-50	6	0	1	-3	8	-1	0
FXN GAA850 act	-0.2	0.1	1.2	-1.0	-0.5	-1.2	1.8	-0.2
ARFGAP1 inhibitor	-3	0	10	8	6	5	7	-4
rCAG binder	13	2	-8	-2	5	5	1	-2
NPR2 activator	1	7	0	-8	2	4	-7	3
proKLK7 act	-3.4	-0.1	-0.2	0.0	0.3	0.5	0.0	0.1
ASAP1 inh	-9	8	6	7	5	-10	2	-13
NPR1 activator	4	0	4	-5	-1	-1	0	3

33	Cc1ccc(C(C)C)c(OCC(O)CN2CCOCC2)c1 (stereo not given)
34	CCOC(=O)CCCNC(=O)CSc1nc2ccc(OCC)cc2[nH]1
35	Cc1ccc(NC(=O)CN2CCCCCC2)cc1Br
36	CCCc1cc(=O)[nH]c(SCC(=O)Nc2cccc(S(=O)(=O)N3CCOCC3)c2)n1
37	COc1ccc(OC)c(Nc2nc(NCc3ccco3)c3ccccc3n2)c1
38	OCCC1CN(Cc2ccc(Oc3ncccn3)cc2)CCN1CCc1ccccc1 (stereo not given)
39	COc1ccccc1S(=O)(=O)N(C)C[C@H]1OCc2cnnn2CCCC(=O)N([C@@H](C)CO)C[C@H]1C
40	CCN(CC(=O)Nc1ccc(S(=O)(=O)N2CCOCC2)cc1)Cc1ccccc1

screen / no.	33	34	35	36	37	38	39	40
Tn6 DDE FP	3	2	-3	-6	-7	-10	2	-1
ADAM10 inh	4	4	6	-5	0	2	-10	4
sPLA2-III inh	-1	-5	0	-16	-11	4	2	-11
FXN GAA850 act	-2.6	0.9	2.7	-1.0	-0.2	0.7	0.5	0.4
ARFGAP1 inhibitor	11	6	-10	1	-3	0	-2	-4
rCAG binder	-7	-2	-5	13	10	-8	1	-2
NPR2 activator	2	7	-1	0	5	0	-1	-5
proKLK7 act	-0.3	0.8	-0.4	-0.6	-0.3	-0.5	-0.5	-0.3
ASAP1 inh	7	1	3	-7	2	11	9	4
NPR1 activator	1	-3	-4	0	1	1	2	-1

41	O=c1oc2ccccc2n1Cc1cccc(F)c1
42	O=C(Nc1ccccc1)c1nc[nH]c1C(=O)Nc1ccccc1F
43	O=C(/C=C/c1ccc([N+](=O)[O-])cc1)OCC(=O)N1CCOCC1
44	CNS(=O)(=O)c1ccc(CCC(=O)N2CCOCC2)cc1
45	CCC(C)N(C(=O)CSc1nnc(C)n1C)C1CCS(=O)(=O)C1 (stereo not given)
46	CCOc1cc(N2CCOCC2)c(OCC)cc1NC(=O)CN1C(=O)NC(CC(C)C)C1=O (stereo not given)
47	CC(NC(=O)c1ccco1)C(=O)N1CCCCC1 (stereo not given)
48	COc1ccc(Br)cc1CNC(=O)CCc1nc(-c2ccccc2F)no1

screen / no.	41	42	43	44	45	46	47	48
Tn6 DDE FP	-1	0	3	-7	-3	2	-2	11
ADAM10 inh	3	-4	-10	2	-3	-2	-8	1
sPLA2-III inh	1	2	13	-1	11	6	-4	0
FXN GAA850 act	4.7	-0.8	1.0	0.8	0.5	0.3	-1.1	0.1
ARFGAP1 inhibitor	5	-8	-3	0	11	15	14	7
rCAG binder	1	5	1	0	-2	-4	-3	-4
NPR2 activator	4	-1	3	3	4	1	6	-4
proKLK7 act	0.0	-0.1	0.1	-0.1	-0.3	-0.6	-0.1	-0.1
ASAP1 inh	-16	2	-6	8	1	13	-3	3
NPR1 activator	-2	3	-3	-1	0	4	1	-7

Part of the list above in order of SMILES length, ascending.
41	O=c1oc2ccccc2n1Cc1cccc(F)c1
47	CC(NC(=O)c1ccco1)C(=O)N1CCCCC1 (stereo not given)
42	O=C(Nc1ccccc1)c1nc[nH]c1C(=O)Nc1ccccc1F
48	COc1ccc(Br)cc1CNC(=O)CCc1nc(-c2ccccc2F)no1
38	OCCC1CN(Cc2ccc(Oc3ncccn3)cc2)CCN1CCc1ccccc1 (stereo not given)
43	O=C(/C=C/c1ccc([N+](=O)[O-])cc1)OCC(=O)N1CCOCC1
40	CCN(CC(=O)Nc1ccc(S(=O)(=O)N2CCOCC2)cc1)Cc1ccccc1
46	CCOc1cc(N2CCOCC2)c(OCC)cc1NC(=O)CN1C(=O)NC(CC(C)C)C1=O (stereo not given)
39	COc1ccccc1S(=O)(=O)N(C)C[C@H]1OCc2cnnn2CCCC(=O)N([C@@H](C)CO)C[C@H]1C

screen / no.	41	47	42	48	38	43	40	46	39
Tn6 DDE FP	-1	-2	0	11	-10	3	-1	2	2
ADAM10 inh	3	-8	-4	1	2	-10	4	-2	-10
sPLA2-III inh	1	-4	2	0	4	13	-11	6	2
FXN GAA850 act	4.7	-1.1	-0.8	0.1	0.7	1.0	0.4	0.3	0.5
ARFGAP1 inhibitor	5	14	-8	7	0	-3	-4	15	-2
rCAG binder	1	-3	5	-4	-8	1	-2	-4	1
NPR2 activator	4	6	-1	-4	0	3	-5	1	-1
proKLK7 act	0.0	-0.1	-0.1	-0.1	-0.5	0.1	-0.3	-0.6	-0.5
ASAP1 inh	-16	-3	2	3	11	-6	4	13	9
NPR1 activator	-2	1	3	-7	1	-3	-1	4	2

(further entries)
49	Cc1ccc(-c2nn(-c3ccccc3)cc2/C=C/C(=O)Nc2nccs2)cc1
50	CCCCNc1nc2ccccc2n1CC(=O)N1CCc2ccccc2C1
51	COc1ccc(-c2[nH]c(-c3ccccc3)nc2SCC(=O)Nc2nccs2)cc1
52	Cc1ccc(S(=O)(=O)/C(C#N)=C/c2c[nH]c3ccccc23)cc1

screen / no.	49	50	51	52
Tn6 DDE FP	-1	4	-2	-10
ADAM10 inh	-13	5	-2	18
sPLA2-III inh	-5	-6	0	-13
FXN GAA850 act	1.9	-3.0	0.0	-0.2
ARFGAP1 inhibitor	52*	47*	-10	6
rCAG binder	2	-4	6	14
NPR2 activator	-4	3	-4	11
proKLK7 act	-116	-0.7	-0.1	0.1
ASAP1 inh	34*	6	-4	10
NPR1 activator	0	-4	-3	3
